RAD52 inh = RAD52 DNA annealing inhibitors, primary screen, biochemical, FRET, single point, set 2 | recombinant RAD52 DNA annealing, FRET fluorescence | inhibition, % at 18.7 µM | 360,000 tested, 0.46% active;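 active = every replicate showing at least 50% inhibition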
Target sequence (P43351 whole entry, looked up): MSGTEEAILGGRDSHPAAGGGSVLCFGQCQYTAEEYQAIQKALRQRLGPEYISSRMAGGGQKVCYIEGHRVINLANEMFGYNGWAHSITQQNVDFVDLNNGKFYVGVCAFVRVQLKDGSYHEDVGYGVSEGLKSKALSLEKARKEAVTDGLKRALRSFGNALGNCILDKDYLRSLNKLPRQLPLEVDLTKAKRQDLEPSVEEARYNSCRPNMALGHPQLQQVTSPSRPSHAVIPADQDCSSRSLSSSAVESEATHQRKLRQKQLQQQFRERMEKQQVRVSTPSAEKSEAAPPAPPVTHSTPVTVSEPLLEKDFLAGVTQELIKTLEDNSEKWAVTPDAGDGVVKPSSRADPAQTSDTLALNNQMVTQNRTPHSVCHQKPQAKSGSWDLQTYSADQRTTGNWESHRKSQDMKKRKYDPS
EWS-Fli block = EWS/Fli-driven NR0B1 reporter inhibitors, primary screen, A673 cells, NR0B1 luciferase, luminescence, MLPCN library | viability-normalised | inhibition, % at 12.6 µM | 350,000 tested, 0.67% active | AID 651661, 2012;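 active = mean inhibition of at least 50% after viability correction, with every replicate also passing that limit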;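 note: firefly luciferase signal divided by Alamar Blue viability fluorescence both relative to DMSO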
Xi reactivation = activators of inactive X chromosome reactivation, primary screen, imaging, XiGFP fibroblasts, GFP high-content imaging, set 2. XiGFP mouse fibroblasts, % GFP-positive cells imaging, 3 d; cells co-treated with 5-aza-dC sensitizer; scaled so ellipticine positive control = 100%. activation, % at 7.58 µM. 360,000 tested, 0.055% active;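 active = mean normalized replicate activation at least 10% and every replicate at or above 10%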;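 note: 0% = median of on-plate neutral control wells and 100% = ellipticine 6 µM median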
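Material: XiGFP fibroblasts, SV40-immortalized; Buffer or medium: DMEM containing 5-aza-dC; Compound dosing: single point; Times: 3 days compound exposure.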
FN deposition inh = inhibitors of fibronectin matrix deposition, primary screen, AH1F cells, Alexa488-fibronectin fluorescence, plate reader. AH1F fibroblasts, overnight. inhibition, % at 12.6 µM. 350,000 tested, 0.086% active. AID 743247, 2014;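 active = mean inhibition across replicates of 30% or more, regardless of how many single replicates reach that level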;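 note: positive control wells lacked labelled fibronectin entirely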
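material = AH1F fibroblast monolayer depositing Alexa488-labelled fibronectin into matrix | amount = 10000 AH1F cells/well | buffer or medium = DMEM plus 2% serum, read in PBS | incubation = 1 h cell adhesion before compound, then overnight fibronectin incubation | detection = fluorescence at 485 nm excitation, 525 nm emission | evaluation = percent inhibition as loss of matrix-bound fibronectin fluorescence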
esBAF inh = Bmi1 luciferase reporter increase in mESCs, primary screen, esBAF inhibitor project, mouse ES cells, Bmi1 luciferase knock-in, single point | 24 h; 100% = twice the neutral-well signal | reporter increase, % at 12.5 µM | 350,000 tested, 2% active | AID 602393, 2012; in the data active = activation above about 40%;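 note: 0% = median of the plate's neutral control wells and 100% = double that signal; a rise in the Bmi1 reporter signal indicates esBAF inhibition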
RAD54 inh = inhibitors of human RAD54 branch migration, primary screen, biochemical, fluorescence, single point | DNA repair and recombination protein RAD54-like (Homo sapiens), Q92698 | RAD54 Holliday junction branch migration, FAM/BHQ fluorescence | inhibition, % at 10.4 µM | 360,000 tested, 0.14% active | AID 602329, 2012;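 active = mean normalized replicate activity at least 40 and at least half of replicates scoring 40 or more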;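 note: 0% = median of neutral control wells and 100% = median of positive control wells; inhibitors cause a drop in the FAM fluorescence signal; in these data hits start at about 50%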
S100A4 inh HTS = inhibitors of S100A4-myosin IIA peptide binding, primary screen, biochemical, fluorescence polarization, TAMRA-MyoIIA peptide; inhibition, % at 10.7 µM; 360,000 tested, 0.14% active; AID 652163, 2013;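 active = mean inhibition of at least 70% across replicates, with every replicate also reaching that level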
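Material: S100A4 monomer (human). Medium: Calcium-containing HEPES buffer, pH 7.2. Probe or stimulus: labelled myosin peptide probe, 5 nM. Compound dosing: one concentration per compound. Timing: polarization read 5 min after assay mix addition, stable 5–60 min. Benchmarks: DMSO as neutral control, TFP as positive control.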
E-sel inducer = E-selectin induction in HUVECs, primary screen, imaging, HUVEC, immunofluorescence imaging, single point | activation, % at 7.58 µM | normalized: neutral wells 0, TNF-alpha wells 100 | 260,000 tested, 0.37% active | P16581 | AID 686992, 2013;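 active = mean E-selectin-positive cell signal at least 10% of the positive control, reached in at least 60% of replicates, without over 20% cell loss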;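 note: in these data hits start at about 27%; measured in HUVEC primary endothelial cells; signal is the percent of cells scored E-selectin positive by PE staining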
Target sequence (P16581 whole entry, looked up): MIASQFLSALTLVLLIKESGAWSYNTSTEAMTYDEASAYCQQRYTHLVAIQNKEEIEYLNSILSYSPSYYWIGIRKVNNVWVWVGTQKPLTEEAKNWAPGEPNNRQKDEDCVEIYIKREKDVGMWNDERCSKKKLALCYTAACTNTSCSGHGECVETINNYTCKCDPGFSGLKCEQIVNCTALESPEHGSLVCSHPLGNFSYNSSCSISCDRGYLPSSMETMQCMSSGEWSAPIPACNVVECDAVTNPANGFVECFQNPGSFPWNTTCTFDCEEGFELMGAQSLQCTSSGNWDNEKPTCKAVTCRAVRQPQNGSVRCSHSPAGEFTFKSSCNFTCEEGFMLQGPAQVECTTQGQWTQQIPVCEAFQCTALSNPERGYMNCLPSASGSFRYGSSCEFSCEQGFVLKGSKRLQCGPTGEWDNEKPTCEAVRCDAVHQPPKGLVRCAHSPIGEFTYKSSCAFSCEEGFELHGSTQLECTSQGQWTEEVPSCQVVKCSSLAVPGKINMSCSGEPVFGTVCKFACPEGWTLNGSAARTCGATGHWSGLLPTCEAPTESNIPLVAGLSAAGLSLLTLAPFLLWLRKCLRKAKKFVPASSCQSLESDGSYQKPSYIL
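System: HUVEC / Compound: single concentration / Signal: immunofluorescence imaging / Read-out: percent E-selectin-positive cells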
* marks the source's active call; other numbers are inactive results; . = no result given; & = joins results of further samples.

SMILES	RAD52 inh	EWS-Fli block	Xi reactivation	FN deposition inh	esBAF inh	RAD54 inh	S100A4 inh HTS	E-sel inducer
COC(=O)CCCC1=CC2=CC(=O)C(C)(OC(=O)c3cccs3)C(=O)C2=CN1c1ccccc1 (stereo not given)	-20	-8	-0.1	3	.	-5	0	-0.2
O=C(NCc1ccccn1)c1ccc(Cl)c(S(=O)(=O)N2CCOCC2)c1	-16	3	0.2	-1	-2	1	2	-0.2
COc1ccc(NC(=O)N(C)C[C@H]2Oc3c(NC(=O)CCCCCC(=O)Nc4ccccc4N)cccc3C(=O)N([C@@H](C)CO)C[C@@H]2C)cc1	2	-13	0.3	4	.	.	8	-0.2
COc1ccc2cc(C3=CC(=O)CC(C)(C)C3=O)ccc2c1	-9	-124	0.5	2	124*	.	4	0.0
CN(C)c1ccnc2sc(C(=O)c3ccc(Br)cc3)c(N)c12	-229	-33	0.5	.	.	.	-2	.
Cc1nc2cc(NC(=O)Nc3ccccc3Cl)ccc2n1C	-5	37	0.0	4	.	.	-2	-3.7
C[C@@H]1CCCCO[C@H](CN(C)C(=O)C2CCCCC2)[C@@H](C)CN([C@@H](C)CO)C(=O)c2cc(NC(=O)Nc3cccc4ccccc34)ccc2O1	4	10	0.0	.	10	3	-15	0.2
CC(=O)c1cccc(NC(=O)CN2C(=O)c3cccnc3Oc3ccc(Cl)cc32)c1	-73	.	0.0	9	.	.	-16	.
O=C(CN1C(=O)CSc2ccccc21)N1CCc2ccccc21	-12	12	.	.	-3	9	-7	.
COc1ccc(NC(=O)c2cc(=O)[nH]c(=O)[nH]2)cc1S(=O)(=O)Nc1ccccc1Cl	-18	-4	0.1	-2	-2	5	-29	.
COc1cc(OC)cc(-c2c(-c3cccs3)c3cc(-c4ccc(OCc5ccccc5)cc4)ccc3n2C)c1	-55	-4	-0.5	-2	0	7	-5	-0.1
OCCN(CCO)c1cc2c3ccccc3ccc2c2ccccc12	1	-13	0.1	.	1	.	-6	-0.2
CCOc1ccc(OCCC(=O)OCC(=O)NC(C)c2ccccc2)cc1 (stereo not given)	-2	-6	0.0	2	0	.	-4	1.6
CN(CC(=O)NNC(=O)CNC(=O)c1ccccc1F)S(=O)(=O)c1ccc(Cl)cc1	-12	-5	0.0	11	-9	1	10	-0.4
O=C(N/N=C/c1ccccc1[N+](=O)[O-])c1ccc2nc[nH]c2c1	-1	-69	-0.1	-5	.	-19	2	1.6
COc1ccc(C(O)(CCN2CCOCC2)c2ccccc2)cc1 (stereo not given)	-9	-2	0.1	-1	1	-7	-10	0.1
CC1CCN(C(=O)CC#N)CC1	-11	-4	0.2	0	.	.	-1	.
Cn1cccc1Cc1nnc(SCC(=O)Nc2ccc3c(c2)OCCO3)n1-c1ccc(F)cc1	-46	-10	0.3	10	0	-11	-1	0.2
CC(=O)N(OCc1ccc(OC(C)C)c(Cl)c1)C(C)=O	5	-1	7.0	-2	.	-7	-3	.
CC1CCN(C(=O)CCCl)c2ccccc21 (stereo not given)	3	2	-0.1	0	-9	0	-2	-0.9
CCCCn1nnnc1C(c1cc2ccccc2o1)N(CCC#N)Cc1ccccc1 (stereo not given)	-21	16	-0.1	-7	.	.	-2	-0.1
O=C(CSc1nnnn1-c1ccccc1)NC(=O)Cc1ccccc1	-17	-1	0.1	-2	-1	0	0	.
CCOC(=O)C(CC)Sc1nnc2c3cc(C)ccc3n(C)c2n1 (stereo not given)	.	.	.	-5	3	-6	.	0.7
CC1(CCC(=O)N2CCCC(N3CCN(c4cccc(C(F)(F)F)c4)CC3)C2)CC1 (stereo not given)	-4	4	0.1	-5	0	-4	-4	.
CCO[C@@H]1OC(C(=O)NC2CC2)=C[C@H](c2csc3ccccc23)[C@H]1CCCO	-5	-5	0.0	10	6	3	-18	0.0

Two compounds drawn at random from those above:
SMILES	RAD52 inh	EWS-Fli block	Xi reactivation	FN deposition inh	esBAF inh	RAD54 inh	S100A4 inh HTS	E-sel inducer
COc1cc(OC)cc(-c2c(-c3cccs3)c3cc(-c4ccc(OCc5ccccc5)cc4)ccc3n2C)c1	-55	-4	-0.5	-2	0	7	-5	-0.1
O=C(NCc1ccccn1)c1ccc(Cl)c(S(=O)(=O)N2CCOCC2)c1	-16	3	0.2	-1	-2	1	2	-0.2

Continuation.
SMILES	RAD52 inh	EWS-Fli block	Xi reactivation	FN deposition inh	esBAF inh	RAD54 inh	S100A4 inh HTS	E-sel inducer
COc1ccc(N2CN=C3SCC(=O)N3C2)cc1	.	.	.	2	8	0	.	-1.5
C[C@@H]1CN([C@H](C)CO)C(=O)Cc2cc(NC(=O)C3CCCCC3)ccc2O[C@@H]1CN(C)C	-2	-1	0.0	.	0	2	-2	-0.1
CCCCc1nnc(NC(=O)CN2C(=O)NC3(CCCCC3)C2=O)s1	-1	5	0.2	-16	-7	-8	-11	.
CO[C@H]1CN(C)C(=O)c2cc(NC(=O)Nc3ccccc3)ccc2OC[C@H](C)NC[C@@H]1C	2	10	0.6	22	0	9	-3	1.4
O=C(CN1C(=O)c2ccc(Br)cc2C1=O)NCC1CCCO1 (stereo not given)	-7	.	0.4	1	-2	-2	2	0.0
O=C(NCCS(=O)(=O)N1CCN(c2ccccc2F)CC1)c1ccc(Cl)cc1	-8	0	0.0	-9	2	2	-8	.
CC(=O)Nc1cc(-c2cccc(C(=O)NCCN(C)C)c2)cn2c(-c3ccc(S(C)(=O)=O)cc3)cnc12	92*	-4	0.1	-15	-3	56*	-5	0.0
O=C(C[C@@H]1CC[C@@H]2[C@H](COC[C@H](O)CN2C(=O)Nc2ccc(Cl)cc2)O1)NCC1CC1	1	15	0.3	-9	40	3	0	0.2
COc1ccccc1C(=O)NNC(=O)c1cc2ccccc2cc1O	-11	-12	0.1	4	24	-6	-4	-0.1
CC(Oc1ccccc1)C(=O)N1CCN=C1SCc1cccc(F)c1 (stereo not given)	-9	-8	0.0	-3	.	0	4	4.5
COc1ccc(CCN2CC(C(=O)N(C)Cc3ccccn3)CCC2=O)cc1 (stereo not given)	1	-12	0.0	-7	3	3	-4	0.1
O=C(CCCOc1ccccc1)NCCc1nc2ccccc2[nH]1	-12	10	0.0	1	2	3	-2	1.7
Cc1noc(C)c1NC(=O)Nc1ccc2c(c1)C(=O)N([C@H](C)CO)C[C@H](C)[C@@H](CN(C)S(=O)(=O)c1c(C)noc1C)OCCCC[C@H](C)O2	3	-13	-0.8	.	2	4	-13	0.1
CNS(=O)(=O)c1cccc(C(=O)OCC(=O)c2cc(C)n(CC3CCCO3)c2C)c1 (stereo not given)	-15	-48	-0.3	-8	-6	-6	-19	-0.6
Cc1ccsc1C(=O)c1sccc1C	-6	-1	0.0	-13	-13	-12	4	.
O=C(NCc1ccncc1)c1ccc(N2CCCC2)c([N+](=O)[O-])c1	-7	-3	0.0	.	.	.	-2	.
CCC(=O)N1CC(=O)N2[C@H](CO)[C@H](c3ccc(C#CC4CCCC4)cc3)[C@@H]2C1	10	-10	0.0	-3	.	.	-12	0.2
Cc1ccc(S(=O)(=O)N(C)C)cc1NC(=O)CSc1nc2ccccc2c(=O)n1CC1CCCO1 (stereo not given)	-1	4	0.0	.	6	0	-2	-0.2
C=C(Br)Cn1cnc2ccccc21	-2	-6	0.0	0	.	.	-3	.
CC(C)C(=O)Nc1ccc2c(c1)C(=O)N(C)[C@@H]1CC[C@@H](CC(=O)NCCc3ccccc3)O[C@@H]1CO2	.	-8	0.0	-1	1	-5	.	0.1
C[C@H](O)[C@@H]1CN2CCc3ccc(-c4ccc5c(c4)OCO5)cc3[C@@H]2C[C@@H]1N(C)Cc1cc(Cl)cc(Cl)c1	5	-10	1.4	1	.	.	-6	0.0
COC(=O)c1cc(-c2ccc(C)cc2)n[nH]1	-10	-14	0.0	1	.	.	2	.
COc1ccc([C@@H]2[C@@H]3C(=O)N(C(C)(C)C)C(=O)[C@@H]3[C@]3(Cc4ccccc4)C(=O)N(c4ccc(C(F)(F)F)cc4)C(=O)N23)cc1	-17	-14	0.0	-4	11	-5	-4	.
CCCNC(=O)C[C@@H]1C[C@H]2c3cc(NC(=O)C4CCC4)ccc3O[C@H]2[C@H](CO)O1	-19	2	0.0	-1	1	-1	1	-0.3
Cc1cccc(OCCn2nnc3ccccc32)c1C	-11	-82	-0.1	5	36	7	-5	1.0

The last 3 entries of the section above open the next one:
SMILES	RAD52 inh	EWS-Fli block	Xi reactivation	FN deposition inh	esBAF inh	RAD54 inh	S100A4 inh HTS	E-sel inducer
COc1ccc([C@@H]2[C@@H]3C(=O)N(C(C)(C)C)C(=O)[C@@H]3[C@]3(Cc4ccccc4)C(=O)N(c4ccc(C(F)(F)F)cc4)C(=O)N23)cc1	-17	-14	0.0	-4	11	-5	-4	.
CCCNC(=O)C[C@@H]1C[C@H]2c3cc(NC(=O)C4CCC4)ccc3O[C@H]2[C@H](CO)O1	-19	2	0.0	-1	1	-1	1	-0.3
Cc1cccc(OCCn2nnc3ccccc32)c1C	-11	-82	-0.1	5	36	7	-5	1.0
CN(CC(=O)Nc1c(Cl)cccc1Cl)C(=O)Cc1cccs1	-9	0	0.0	-6	2	-9	-2	0.5
CSc1nc(N)nc2c1ncn2CC(=O)NCCNc1ccc([N+](=O)[O-])cn1	-12	-7	0.0	-5	-3	-7	1	3.6
COc1cccc(N2C(=O)CC(N3CCN(S(=O)(=O)c4ccccc4[N+](=O)[O-])CC3)C2=O)c1 (stereo not given)	-4	4	0.0	-25	0	4	-17	.
CN(C(=O)COc1cc(C(F)(F)F)nn1C)c1ccccc1	-8	3	-0.1	-10	.	.	4	0.1
COc1ccc(-c2ccc([C@H]3[C@@H](CO)N4CCCCN(S(=O)(=O)c5cccs5)C[C@@H]34)cc2)cc1	-16	3	0.2	.	.	-4	-3	0.0
CC(OC(=O)CCN=C1NS(=O)(=O)c2ccccc21)C(=O)N(C)c1ccccc1 (stereo not given)	0	-3	-0.1	3	.	.	1	.
Cn1nccc1NC(=O)Nc1ccc(Cl)cc1	-6	-4	0.0	-3	.	.	-5	0.7
CC(OC(=O)c1cccc(S(=O)(=O)N(C)C)c1)C(=O)NCC(=O)Nc1ccc(F)c(F)c1F (stereo not given)	-9	-12	0.4	-16	-1	0	-1	1.7
C[C@@H]1CN([C@@H](C)CO)C(=O)c2cc(-c3ccccc3)cnc2O[C@@H]1CN(C)C(=O)NC1CCCC1	-8	4	-0.1	8	-5	0	6	-0.2
CS(=O)(=O)N1N=C(c2ccc3nccnc3c2)CC1c1ccccc1 (stereo not given)	-15	-18	.	.	31	-3	-5	.
C[C@H](CO)N1C[C@H](C)[C@@H](CN(C)Cc2ccc(C(=O)O)cc2)Oc2ccc(NC(=O)Cn3cnnn3)cc2C1=O	4&3	4&-2	-0.8&-0.1	.	-3&-4	-2&-4	-35&-3	-1.0
O=C(Nc1ccc(Cl)cc1)N1C[C@H]2[C@@H](c3ccccc31)[C@@H](CO)N2CC1CCCCC1	-20	-14	-0.1	-6	12	-2	4	0.1
Cc1ccc(NC(=S)Nc2ccc(F)cc2)cc1C	8	-18	0.2	7	15	-8	-2	0.3
C[C@H](CO)N1C[C@H](C)[C@H](CN(C)Cc2cccc3c2OCCCO3)OCc2ccccc2-c2ccccc2C1=O	4	0	0.1	-13	5	-7	-25	0.4

Bioassay records (PubChem BioAssay)
